Pf Dd2 growth: blocks growth of Plasmodium falciparum Dd2 parasites; P. falciparum Dd2 growth, SYBR Green, 72 h; hits give low values; activity change, % at 10 µM; actives 2.3% (n = 94,000); AID 1159554; in the data active = activity change below about -80%; inconclusive = no clear call, values can overlap the other calls
Tcruzi prolif: T. cruzi proliferation inhibition. T. cruzi beta-gal in NIH3T3, GalScreen luminescence, 90 h. inhibition, % at 8.34 µM. actives 5.9% (n = 77,000). AID 624255;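 active = mean inhibition above about 93%, with at least 55% of replicates each passing it, limit read from the data, passing the limit was not always enough; inconclusive = only one of those two conditions holds; inactive = neither condition holds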
C diff HTS: C. difficile growth inhibition. actives 0.25% (n = 86,000). Clostridium difficile clinical isolate growth, OD600, 24 h; hits give low values. growth activity, negative = inhibition, % at 16 µg/mL (by protocol). AID 1259249;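 active = mean growth activity at or below -80% and every replicate also at or below -80%; inconclusive = mean at or below -80% but some replicate above -80%; inactive = mean growth activity above -80%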;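 also: 0% = DMSO wells and -100% = levofloxacin 16 µg/mL wells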
GASC1 inh: blocks human GASC-1 (KDM4C) demethylase activity; GST-KDM4C 2-372, H3K9me3 peptide, LANCE TR-FRET; inhibition, % at 12.5 µM; actives 0.15% (n = 96,000); AID 720574;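 active = mean replicate inhibition above about 25%, with at least 55% of replicates also reaching it, limit read from the data, passing the limit was not always enough; inconclusive = only one of those two conditions met; inactive = neither condition met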
Target sequence (Q9H3R0 2-372 limits assumed): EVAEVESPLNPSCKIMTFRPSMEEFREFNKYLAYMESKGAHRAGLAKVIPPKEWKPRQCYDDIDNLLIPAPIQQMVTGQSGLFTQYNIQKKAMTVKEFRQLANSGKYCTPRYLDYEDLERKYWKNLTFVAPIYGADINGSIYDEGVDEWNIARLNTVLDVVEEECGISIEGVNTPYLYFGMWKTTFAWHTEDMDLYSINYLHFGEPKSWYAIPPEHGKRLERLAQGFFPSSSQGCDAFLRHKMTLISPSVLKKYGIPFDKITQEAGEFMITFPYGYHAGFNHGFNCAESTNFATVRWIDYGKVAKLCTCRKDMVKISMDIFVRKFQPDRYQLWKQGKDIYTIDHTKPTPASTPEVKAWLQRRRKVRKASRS
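Assay system: GST-GASC-1 enzyme fragment 2-372 | Amount: 10 nM enzyme | Medium: HEPES buffer, pH 7.5, plus ascorbate | Reagent: H3K9me3 peptide substrate, Fe(II), 2-oxoglutarate | Doses: Single-point compound screen | Incubation: 30 min demethylation and 1 h detection at room temperature | Measured by: LANCE TR-FRET, excitation 340 nm, emissions 618 and 671 nm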
* marks the source's active call; other numbers are inactive results; ? = inconclusive; . = no result given; & = joins results of further samples.

SMILES	Pf Dd2 growth	Tcruzi prolif	C diff HTS	GASC1 inh
C[C@H](CO)N1C[C@H](C)[C@@H](CN(C)Cc2ccc(C(=O)O)cc2)OCCCC[C@H](C)Oc2ccc(NS(=O)(=O)c3ccc(F)cc3)cc2C1=O	16.1	21.6	-9.7	-0.8
C[C@@H]1CN([C@@H](C)CO)C(=O)Cc2cc(NC(=O)Nc3cccc4ccccc34)ccc2O[C@H]1CN(C)C	13.7	.	3.1	-0.3
CO[C@H]1CN(C)C(=O)c2ccc(NS(=O)(=O)c3ccccc3)cc2OC[C@H](C)N(Cc2cccnc2)C[C@@H]1C	-31.9	72.0	4.0	1.0
COc1ccc(S(=O)(=O)N(C)C[C@H]2Oc3c(NC(=O)Nc4c(C)noc4C)cccc3C(=O)N([C@H](C)CO)C[C@H]2C)cc1	-40.2	22.6	0.0	0.5
Cc1ccc(S(=O)(=O)Nc2ccc3c(c2)C(=O)N([C@H](C)CO)C[C@H](C)[C@H](CN(C)C(=O)Nc2ccccc2)OCCCC[C@H](C)O3)cc1	-31.4	99.9*	.	-0.4
COc1ccc(S(=O)(=O)Nc2ccc3c(c2)C(=O)N([C@@H](C)CO)C[C@@H](C)[C@H](CN(C)Cc2ccccc2)OCCCC[C@H](C)O3)cc1	-19.7	24.1	-2.2	0.6
C[C@H](CO)N1C[C@H](C)[C@@H](CN(C)S(=O)(=O)c2ccc(Cl)cc2)OCc2cnnn2CCCC1=O	1.4&-12.3	7.4&28.0	2.1&6.4	0.7
Cc1noc(C)c1NC(=O)Nc1ccc2c(c1)CC(=O)N([C@@H](C)CO)C[C@H](C)[C@H](CN(C)C(=O)Nc1c(C)noc1C)O2	23.2	41.9	0.5	0.7
CO[C@H]1CN(C)C(=O)c2ccc(NC(=O)NC(C)C)cc2OC[C@@H](C)N(Cc2ccccc2)C[C@@H]1C	-45.1	20.0	.	-0.2
Cc1ccc(-c2ccc3c(c2)O[C@H](CN(C)S(C)(=O)=O)[C@H](C)CN([C@@H](C)CO)S3(=O)=O)cc1	-9.3	65.0	-11.3	-0.5
O=C(Nc1ccc(Cl)cc1)N1C[C@H]2[C@@H](c3ccccc31)[C@H](CO)N2C(=O)c1cccnc1	-11.0	-9.2	-6.4	-0.9
C[C@H](CO)N1C[C@H](C)[C@H](CN(C)CC2CC2)Oc2cc(-c3cccnc3)ccc2S1(=O)=O	-9.7	-130.2	5.1	-0.7

Taken from above:
Pf Dd2 growth, `C[C@@H]1CN([C@@H](C)CO)C(=O)Cc2cc(NC(=O)Nc3cccc4ccccc34)ccc2O[C@H]1CN(C)C` → 13.7
Tcruzi prolif, `C[C@H](CO)N1C[C@H](C)[C@H](CN(C)CC2CC2)Oc2cc(-c3cccnc3)ccc2S1(=O)=O` → -130.2

Additional compounds follow:
SMILES	Pf Dd2 growth	Tcruzi prolif	C diff HTS	GASC1 inh
CC(C)NC(=O)N1C[C@H]2[C@@H](c3ccccc31)[C@H](CO)N2C(=O)c1ccncc1	12.2	-6.8	12.4	0.0
C[C@@H](O)C#Cc1cnc2c(c1)C(=O)N([C@@H](C)CO)C[C@H](C)[C@H](CN(C)C(=O)Nc1ccc(F)cc1)O2	38.4	-40.2	1.0	.
COc1ccc2c3c(n(C)c2c1)[C@H](CO)NCC31CCN(CC2CCCC2)CC1	-86.2*	.	16.1	1.6
COc1ccccc1NC(=O)N1C[C@@H]2N[C@H](C1)C2c1ccc(/C=C/c2ccccc2)cc1 (some centres not stated)	?	.	5.4&30.2	-4.7&-0.2
CCCC(=O)Nc1ccc2c(c1)C(=O)N(C)C[C@H](OC)[C@H](C)CN(C(C)=O)[C@H](C)CO2	26.3	-17.4	0.3	0.6
C[C@H]1CN([C@@H](C)CO)C(=O)c2cccc(NC(=O)C3CCCCC3)c2O[C@@H]1CN(C)Cc1ccc(C(=O)O)cc1	-7.4	7.1	0.2	0.2
C[C@@H]1CCCCO[C@H](CN(C)C(=O)Nc2cccc3ccccc23)[C@@H](C)CN([C@H](C)CO)C(=O)c2cc(NS(C)(=O)=O)ccc2O1	-7.0	29.1	-7.0	1.1
C/C=C/c1cnc2c(c1)C(=O)N([C@H](C)CO)C[C@@H](C)[C@@H](CN(C)C(=O)Nc1ccc(C(F)(F)F)cc1)O2	4.3	84.0	7.2	-0.6
C[C@H]1CN([C@@H](C)CO)C(=O)Cc2cc(NC(=O)C3CCCCC3)ccc2O[C@H]1CN(C)Cc1ccc(Oc2ccccc2)cc1	-16.2	61.7	21.6	-0.7
CC(=O)N(C)C[C@@H]1Oc2cc(C#CC3CCCCC3)ccc2S(=O)(=O)N([C@@H](C)CO)C[C@H]1C	-52.2	84.2	-21.0	-1.2
O=C(C[C@H]1C=C[C@H](NC(=O)Cc2ccccn2)[C@@H](CO)O1)NCCCN1CCOCC1	10.0	43.2	.	0.0
CC(C)NC(=O)N(C)C[C@@H]1Oc2ccc(NC(=O)C3CC3)cc2CC(=O)N([C@@H](C)CO)C[C@@H]1C	43.1	-8.0	-3.4	-0.7
C[C@H](CO)N1C[C@H](C)[C@H](CN(C)CC2CCCCC2)Oc2ccc(NS(=O)(=O)c3cccs3)cc2C1=O	37.9	9.5	13.9	-0.4
C[C@H]1CN([C@@H](C)CO)C(=O)Cc2cc(NC(=O)Cn3cnnn3)ccc2O[C@H]1CN(C)Cc1ccc(C(F)(F)F)cc1	5.5	42.0	2.4	1.8
COC(=O)C[C@@H]1C[C@H]2c3cc(NS(C)(=O)=O)ccc3O[C@H]2[C@H](CO)O1	6.6	.	-1.9	.
C[C@H]1CN([C@@H](C)CO)C(=O)CCCn2nncc2CO[C@H]1CN(C)CC1CC1	11.0	-15.1	.	1.3
CC(C)C(=O)Nc1ccc2c(c1)C(=O)N(C)[C@@H]1CC[C@@H](CC(=O)N[C@H](C)c3ccccc3)O[C@H]1CO2	2.7	-20.6	-2.5	-2.2
CO[C@@H]1CN(C)C(=O)c2cc(NC(=O)NC3CCCC3)ccc2OC[C@@H](C)N(CC2CC2)C[C@@H]1C	28.5	.	10.3	-0.3
O=C(C1CC1)N1CC[C@H]2[C@H](CO)Nc3ccc(-c4cccc(F)c4)cc3[C@H]21	-11.1	116.5*	-31.0	-4.1
C[C@H](CO)N1C[C@H](C)[C@H](CN(C)C(=O)c2cccnc2)Oc2ncc(-c3ccc(C#N)cc3)cc2C1=O	18.8	.	-1.3	5.6
C[C@@H]1CN([C@@H](C)CO)C(=O)Cc2cc(NS(=O)(=O)c3ccc(Cl)cc3)ccc2O[C@H]1CN(C)Cc1ccc(Cl)c(Cl)c1	-10.4	?	73.5	-1.8
CCCNC(=O)[C@@H]1[C@@H](CO)[C@@H]2Cn3c(ccc(-c4ccccc4)c3=O)[C@H]1N2Cc1ccccc1F	-17.1	28.7	-9.0	-1.8
N[C@@H]1CC[C@@H](CCn2cc(-c3cccc(F)c3)nn2)O[C@H]1CO	-13.2	13.3	.	0.2
O=S(=O)(c1ccc(F)cc1)N1CCCCN2[C@@H](CO)[C@@H](c3ccc(C4=CCCCC4)cc3)[C@@H]2C1	?	72.8	22.5	3.2

One compound at a time (already shown). Order of values: Pf Dd2 growth, Tcruzi prolif, C diff HTS, GASC1 inh
CCCNC(=O)[C@@H]1[C@@H](CO)[C@@H]2Cn3c(ccc(-c4ccccc4)c3=O)[C@H]1N2Cc1ccccc1F across the screens: -17.1, 28.7, -9.0, -1.8
C[C@H]1CN([C@@H](C)CO)C(=O)CCCn2nncc2CO[C@H]1CN(C)CC1CC1 across the screens: 11.0, -15.1, ., 1.3
C[C@H](CO)N1C[C@H](C)[C@H](CN(C)CC2CCCCC2)Oc2ccc(NS(=O)(=O)c3cccs3)cc2C1=O across the screens: 37.9, 9.5, 13.9, -0.4
COC(=O)C[C@@H]1C[C@H]2c3cc(NS(C)(=O)=O)ccc3O[C@H]2[C@H](CO)O1 across the screens: 6.6, ., -1.9, .
C[C@@H]1CN([C@@H](C)CO)C(=O)Cc2cc(NS(=O)(=O)c3ccc(Cl)cc3)ccc2O[C@H]1CN(C)Cc1ccc(Cl)c(Cl)c1 across the screens: -10.4, ?, 73.5, -1.8

New compounds follow.
SMILES	Pf Dd2 growth	Tcruzi prolif	C diff HTS	GASC1 inh
CCNC(=O)Nc1ccc2c(c1)C(=O)N(C)[C@H]1CC[C@H](CC(=O)NCC3CC3)O[C@@H]1CO2	12.5	-48.5	2.8	0.4
O=C(c1ccccc1)N1C[C@H]2[C@@H](c3ccccc31)[C@H](CO)N2C(=O)Nc1ccccc1Cl	-60.6	32.3	6.1	2.4
Cc1noc(C)c1S(=O)(=O)Nc1ccc2c(c1)C(=O)N([C@H](C)CO)C[C@@H](C)[C@H](CN(C)C(=O)CCC(F)(F)F)OCCCC[C@@H](C)O2	-25.0	-1.8	3.5	-1.3
O=C(Nc1ccc(F)cc1)N1CC(=O)N2[C@@H](CO)[C@H](c3ccc(-c4ccc(F)cc4)cc3)[C@@H]2C1	-41.4	.	-1.7	-0.3
C[C@@H]1CN([C@H](C)CO)C(=O)Cc2cc(NC(=O)Nc3cccc4ccccc34)ccc2O[C@@H]1CN(C)C(=O)Nc1ccc2c(c1)OCO2	1.4	32.4	3.6	0.6
C[C@H](CO)N1C[C@H](C)[C@@H](CN(C)CC2CCOCC2)Oc2cc(Br)ccc2S1(=O)=O	1.2	50.7	1.1	.
COCC(=O)N1C[C@H](C)[C@@H](OC)CN(C)C(=O)c2cc(NC(=O)c3ccccc3)ccc2OC[C@@H]1C	33.6	.	.	0.1
C[C@@H]1CN([C@@H](C)CO)C(=O)Cc2cc(NC(=O)Nc3ccc(C(F)(F)F)cc3)ccc2O[C@H]1CN(C)C(=O)Nc1ccccc1	-13.6	5.4	8.7	1.0
CCCN1C[C@H](C)[C@@H](OC)CN(C)C(=O)c2cc(NC(=O)c3cccc(F)c3)ccc2OC[C@@H]1C	-47.0	62.5	-3.0	-0.7
CO[C@@H]1CN(C)C(=O)c2ccc(NC(=O)C3CCCCC3)cc2OC[C@H](C)N(Cc2cccnc2)C[C@@H]1C	-37.6	25.0	2.1	-0.4
C[C@@H]1CN([C@@H](C)CO)C(=O)Cc2cc(NC(=O)c3ccncc3)ccc2O[C@@H]1CN(C)S(=O)(=O)c1ccccc1	-3.8	.	4.2	-3.6
COc1ccc(S(=O)(=O)N(C)C[C@H]2Oc3c(NC(=O)c4cc(C)nn4C)cccc3C(=O)N([C@H](C)CO)C[C@@H]2C)cc1	-12.8	-84.0	3.8	0.4
C[C@H](CO)N1C[C@H](C)[C@@H](CN(C)S(=O)(=O)c2cn(C)cn2)Oc2ccc(NC(=O)Nc3ccccc3)cc2CC1=O	10.7	-3.5	-0.2	-2.2
Cc1noc(C)c1NC(=O)Nc1ccc2c(c1)CC(=O)N([C@H](C)CO)C[C@@H](C)[C@H](CN(C)S(C)(=O)=O)O2	16.9	15.9	-6.3	-1.2
CN1c2ccc(-c3ccccc3F)cc2[C@@H]2[C@@H](CCN2C(=O)Cc2ccccn2)[C@@H]1CO	-48.6	103.5*	-3.0	3.7
C[C@H](NC(=O)[C@@H]1N[C@@H]2c3ccc(C4=CCCC4)c(=O)n3C[C@@H]2[C@H]1CO)c1ccccc1	.	96.7*	-1.8	0.4
Cc1cccc(-c2ccc([C@@H]3[C@H](CO)N4CCCCN(Cc5cncnc5)C[C@@H]34)cc2)c1	-26.6	86.1	0.2	0.1
C[C@@H]1CN([C@H](C)CO)C(=O)c2cc(NC(=O)Cc3ccccc3)ccc2O[C@H]1CN(C)Cc1ccc(C(F)(F)F)cc1	5.3	-28.7	2.2	-1.2
CCNC(=O)Nc1ccc2c(c1)C(=O)N(C)[C@H]1CC[C@H](CC(=O)NCc3ccc(F)cc3)O[C@@H]1CO2	-12.9	4.0	0.2	-0.7
O=C(Nc1ccc(F)cc1)N1[C@@H]2CNC[C@H]1C2c1ccc(-c2cccnc2)cc1 (some centres not stated)	4.6&51.7	.	5.5&-14.2	-1.1&-1.9
Cc1ccc(S(=O)(=O)Nc2ccc3c(c2)C(=O)N([C@@H](C)CO)C[C@H](C)[C@H](CN(C)S(=O)(=O)c2cn(C)cn2)OCCCC[C@H](C)O3)cc1	-12.4	23.6	1.4	11.3
O=C(Nc1ccc2c(c1)[C@H]1C[C@@H](CC(=O)N3CCCCC3)O[C@@H](CO)[C@H]1O2)Nc1ccccc1F	-21.7	11.5	1.7	-0.6
CO[C@@H]1CN(C)C(=O)c2ccc(NS(C)(=O)=O)cc2OC[C@H](C)N(C(=O)C2CCOCC2)C[C@@H]1C	-0.8	11.7	.	-0.1
CCCNC(=O)N[C@@H]1CC[C@H](CC(=O)N2CCN(C)CC2)O[C@@H]1CO	2.7	-9.4	.	0.4
C[C@H](NC(=O)N(C)C[C@@H]1OCc2ccccc2-c2c(n(C)c3ccccc23)C(=O)N([C@H](C)CO)C[C@@H]1C)c1ccccc1	?	-6.0	0.2	1.3
COCC#Cc1ccc2c(c1)O[C@H](CN(C)S(=O)(=O)c1ccc(F)cc1)[C@H](C)CN([C@@H](C)CO)S2(=O)=O	-52.5	100.6*	19.9	5.0
CCCNC(=O)[C@H]1[C@H](CO)[C@H]2Cn3c(ccc(-c4ccc(F)cc4)c3=O)[C@H]2N1CC1CC1	-1.4	14.8	0.8	4.6
